# High-throughput results (PubChem BioAssay)
# SUMO1 PPI mod – modulators of human SUMO1-mediated protein-protein interactions; P63165; SUMO1 binding to a labelled peptide, TR-FRET, 1 h; inhibition, % at 20 µM; actives 0.33% (n = 360,000); AID 602429; in the data active = inhibition above about 37%
# Target sequence (P63165 whole entry, looked up): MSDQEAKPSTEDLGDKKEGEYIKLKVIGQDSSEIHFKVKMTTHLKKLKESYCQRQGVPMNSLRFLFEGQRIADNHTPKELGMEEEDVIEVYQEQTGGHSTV
# Scp-1 inhibitor – inhibitors of human Scp-1 phosphatase; Q9GZU7; actives 0.88% (n = 340,000); AID 493091; inhibition, % at 20 µM; Recombinant Scp1, phosphopeptide, malachite green phosphate absorbance;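 active = inhibition above about 50% at 20 µM, limit read from the data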;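 note: plate controls were DMSO wells with enzyme for no effect and wells lacking enzyme for full effect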
# Target sequence (Q9GZU7 76-261 limits assumed): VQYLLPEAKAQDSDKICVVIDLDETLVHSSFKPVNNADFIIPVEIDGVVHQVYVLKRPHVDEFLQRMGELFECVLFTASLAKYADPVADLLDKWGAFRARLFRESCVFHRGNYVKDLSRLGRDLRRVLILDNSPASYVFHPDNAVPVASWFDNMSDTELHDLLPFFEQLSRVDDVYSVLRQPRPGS
#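 Test system: SCP-1 catalytic domain; Buffer or medium: Acidic Tris acetate buffer with magnesium and detergent; Also added: Phosphorylated 17-residue peptide substrate; Compound: single 20 µM dose, 1% DMSO; Schedule: enzyme reaction 45 min at room temperature, colour 5 min, stabilisation 30 min; Signal: Phosphate-binding colour reagent, absorbance read at 630 nm.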
# DNMT1 block – blocks human DNA methyltransferase DNMT1. P26358. actives 0.83% (n = 360,000). DNMT1 molecular beacon, Hinp1I cleavage, fluorescence. AID 588458. inhibition (reported as % activation of signal), % at 10 µM; in the data active = inhibition above about 50%
# TbMetRS inhib – Trypanosoma brucei MetRS inhibition; actives 0.4% (n = 360,000); inhibition, % at 11.9 µM; AID 624268; purified T. brucei MetRS, ATP depletion, Kinase-Glo luminescence;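 active = inhibition above a per-plate cutoff of the control wells' mean inhibition plus 3 SD, cut at about 5.5% in these data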;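 note: 0% = DMSO wells median and 100% = median of wells with control inhibitor compound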
#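 Test system – parasite MetRS enzyme · Reagent – substrates ATP, L-methionine and bulk Escherichia coli tRNA · Doses – 11.9 µM compound single dose, 0.9% DMSO · Times – 15 min enzyme-compound preincubation, 2 h reaction, 10 min detection, 25 °C · Signal – Kinase-Glo luminescence, ATP depletion format · Controls – DMSO-only wells as low control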
# MsrA act – activates bovine MsrA enzyme; purified bovine MsrA, absorbance read-out; activation, % at 10.6 µM; actives 0.3% (n = 360,000); AID 602163; in the data active = activation above about 7.5%;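 note: 0% = vehicle and 100% = reference activator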
# STEP block – inhibitors of human striatal-enriched phosphatase STEP; P54829; recombinant STEP, OMFP fluorogenic substrate, fluorescence; inhibition, % at 20 µM; actives 0.25% (n = 360,000); AID 588621;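 active = inhibition at 20 µM, scaled per plate between control wells, above about 37%, limit read from the data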;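 note: 0% = DMSO with enzyme and substrate and 100% = substrate only without enzyme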
#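 Assay system: isolated STEP enzyme / Timing: 20 min at room temperature, dark / Doses: 20 µM, 1% DMSO / Technique: fluorescence intensity, excitation 480 nm, emission 540 nm / Reagent: fluorogenic phosphatase substrate OMFP at 25 µM final / Measure: percent inhibition scaled to no-enzyme and uninhibited-enzyme controls, plate-pattern corrected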
# LMPTP block – blocks human LMPTP phosphatase; P24666; recombinant LMPTP-A, OMFP fluorogenic substrate, fluorescence intensity; inhibition, % at 20 µM; actives 0.22% (n = 360,000); AID 651560;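 active = compounds that cut the enzyme signal by at least half of the control window in the single-dose screen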;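 note: plate controls were DMSO wells with enzyme plus substrate for no effect and substrate without enzyme for full effect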
#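 Assay system: LMPTP-A phosphatase enzyme | Input: 0.625 nM enzyme | Also added: Fluorogenic phosphatase substrate OMFP at 400 µM final | Compound dosing: One test concentration per compound, 20 µM, with 3% DMSO overall | Schedule: 50 min enzyme reaction at room temperature, protected from light | Signal: Fluorescence intensity | Benchmarks: no-enzyme and uninhibited controls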
# MsrA inhibitor – inhibits bovine methionine sulfoxide reductase A | purified bovine MsrA, absorbance read-out | inhibition, % at 15.5 µM | actives 0.75% (n = 360,000) | AID 651718; in the data active = inhibition above about 4.5%;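 note: 0% = vehicle wells with enzyme and 100% = reference inhibitor wells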
# NRP1-CendR mod – NRP-1/CendR interaction modulation | inhibition, % at 25 µM | FAM-RPARPAR peptide binding to NRP-1, fluorescence polarization | O14786 | actives 0.85% (n = 360,000) | AID 602438;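 active = inhibition or corrected inhibition above about 18%, plus a signal ratio from 0.5 to 1.5, limit read from the data, passing the limit was not always enough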; note: strong numbers were not always called active
# E coli Lon inh – inhibitors of E. coli Lon protease. P0A9M0. purified E. coli Lon protease, fluorescence polarization. inhibition, % at 7.94 µM. actives 0.42% (n = 360,000). AID 602123; in the data active = inhibition above about 13%, passing the limit was not always enough;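 note: 0% = enzyme with probe and DMSO and 100% = no enzyme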
# Target sequence (P0A9M0 whole entry, looked up): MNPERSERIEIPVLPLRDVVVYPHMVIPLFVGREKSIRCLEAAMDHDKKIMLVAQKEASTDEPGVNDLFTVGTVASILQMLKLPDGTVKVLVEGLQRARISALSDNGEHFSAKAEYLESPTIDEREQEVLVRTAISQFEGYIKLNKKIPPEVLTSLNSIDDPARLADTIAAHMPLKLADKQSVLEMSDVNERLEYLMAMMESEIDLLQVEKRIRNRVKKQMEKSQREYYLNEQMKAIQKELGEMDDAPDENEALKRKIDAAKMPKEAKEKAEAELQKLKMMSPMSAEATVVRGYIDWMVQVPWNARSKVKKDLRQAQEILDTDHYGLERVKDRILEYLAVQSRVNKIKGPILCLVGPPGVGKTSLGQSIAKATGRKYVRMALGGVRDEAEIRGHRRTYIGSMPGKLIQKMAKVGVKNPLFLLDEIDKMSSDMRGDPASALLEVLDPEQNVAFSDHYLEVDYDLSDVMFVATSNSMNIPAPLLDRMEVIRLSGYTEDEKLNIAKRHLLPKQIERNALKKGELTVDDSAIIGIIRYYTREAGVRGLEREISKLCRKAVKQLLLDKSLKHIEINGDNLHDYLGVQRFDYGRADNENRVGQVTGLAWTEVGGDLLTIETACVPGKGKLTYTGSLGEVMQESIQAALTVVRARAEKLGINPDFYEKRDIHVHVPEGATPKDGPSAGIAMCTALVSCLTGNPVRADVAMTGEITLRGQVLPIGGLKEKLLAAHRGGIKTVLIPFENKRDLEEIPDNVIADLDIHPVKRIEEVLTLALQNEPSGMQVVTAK
# Starred values were filed as active, the others as inactive; . = no result given; & = joins results of further samples.
# The opening 4 entries (preview)
SMILES,SUMO1 PPI mod,Scp-1 inhibitor,DNMT1 block,TbMetRS inhib,MsrA act,STEP block,LMPTP block,MsrA inhibitor,NRP1-CendR mod,E coli Lon inh
O=C(Nc1ccc2c(c1)OCO2)C1Cc2c(-c3ccc(Cl)cc3)ccnc2O1 (stereo unspecified),6,.,-7,-0.1,2,4,1.2,2.0,-4,-4
CC1CCCN(C(=O)c2nn(C)c3c2CSc2ccccc2-3)C1 (stereo unspecified),-1,-1,1,-0.3,2,2,0.3,1.1,-5,-5
COc1ccc(NS(=O)(=O)c2cccc(C(=O)NNC(=O)CNC(=O)c3ccccc3F)c2)cc1,1,-2,2,-0.4,-4,2,-0.9,0.3,1,7
Cn1c(N)c(C(=O)COC(=O)C2CC(=O)N(Cc3ccccc3)C2)c(=O)n(C)c1=O (stereo unspecified),0,31,10,-1.1,-10,1,0.5,-1.9,16,9

# All compounds of this part, repeating the preview:
SMILES,SUMO1 PPI mod,Scp-1 inhibitor,DNMT1 block,TbMetRS inhib,MsrA act,STEP block,LMPTP block,MsrA inhibitor,NRP1-CendR mod,E coli Lon inh
O=C(Nc1ccc2c(c1)OCO2)C1Cc2c(-c3ccc(Cl)cc3)ccnc2O1 (stereo unspecified),6,.,-7,-0.1,2,4,1.2,2.0,-4,-4
CC1CCCN(C(=O)c2nn(C)c3c2CSc2ccccc2-3)C1 (stereo unspecified),-1,-1,1,-0.3,2,2,0.3,1.1,-5,-5
COc1ccc(NS(=O)(=O)c2cccc(C(=O)NNC(=O)CNC(=O)c3ccccc3F)c2)cc1,1,-2,2,-0.4,-4,2,-0.9,0.3,1,7
Cn1c(N)c(C(=O)COC(=O)C2CC(=O)N(Cc3ccccc3)C2)c(=O)n(C)c1=O (stereo unspecified),0,31,10,-1.1,-10,1,0.5,-1.9,16,9
CC12CCC(O)CC1=CCC1C2CCC2(C)C1CCC21CCC(=O)O1 (stereo unspecified),-2,-8,0,-1.2,-4,-3,0.3,2.4,6,-5
Cc1cccc(C)c1NC(=O)/C(C#N)=C/c1ccsc1,-8,-10,2,-0.2,-1,-1,-1.0,3.8,-11,-23
CCCc1nn2c(-c3ccccc3)nnc2o1,-2,.,1,-0.2,-1,0,-1.6,-0.7,-1,-7
CCOC(=O)c1cc(C(=O)Nc2sc3c(c2C#N)CCCC3)nn1C,-4,-8,3,0.0,-4,5,0.4,-0.5,-9,-5
COC(=O)c1ccc2c(=O)[nH]c(CSc3nc(C)cs3)nc2c1,1,3,-2,-0.7,0,10,0.5,-1.5,3,0
CC(C)(C)OC(=O)NC(Cc1ccccc1)C(=O)NC(CSC1CCCCO1)C(=O)NN (stereo unspecified),1,-5,1,-0.6,-2,-2,-0.7,0.1,7,-6
O=C(c1ccc(S(=O)(=O)N2CCCCC2)cc1)N1CCN=C1SCc1cccnc1,10,-12,-3,0.1,-8,1,-1.3,-1.7,-3,-1
Cc1nnc(Sc2nc3c(c(=O)[nH]c(=O)n3C)n2Cc2ccccc2)s1,4,-14,4,1.0,-3,-2,-2.4,0.5,1,1
O=C(O)CCC(=O)NNC(=O)COc1cccc(Cl)c1,-2,-4,3,-0.1,-9,-1,1.2,1.1,-7,0
COC(=O)/C=c1\[nH]c2nnc(C)n2c1=O,2,6,-12,-0.7,-2,1,-0.1,0.0,5,9
O=C(OCC(=O)N1CCN(C(=O)c2ccco2)CC1)c1ccccc1OCc1ccc(Cl)cc1,-2,-15,-2,-0.3,-1,0,0.7,0.5,-3,3
CCOC(=O)CC(NC(C)=O)c1ccc([N+](=O)[O-])cc1 (stereo unspecified),-15,-2,3,0.5,0,-3,-0.7,-0.1,-3,-4
CC1C(=O)Nc2ccc(S(=O)(=O)NCc3ccc(Cl)cc3)cc2NC1=O (stereo unspecified),-2,12,4,-0.5,-6,2,-1.5,0.4,-2,-11
CC1(C)ON(C2CCCCC2)[C@H]2c3nc4ccccc4n3C[C@H]21,1,-8,3,-0.4,4,-2,-1.0,-0.4,7,2
Cc1nc(CC(=O)N/N=C/c2ccc(OCC(=O)O)cc2)cs1,-1,24,5,0.6,-1,-1,1.0,0.0,15,10
CN(CC(=O)Nc1ccc(F)c(F)c1F)C(=O)CCCc1nc2ccccc2c(=O)[nH]1,1,0,0,-0.4,-3,0,-0.6,-0.3,1,2
Cc1ccccc1CN1CCN(C(C)C(=O)NCc2ccccc2)CC1 (stereo unspecified),-8,-1,0,-0.1,-2,0,0.0,-1.2,-3,-8
CCN(CC)C(=O)C(Sc1ccccc1)c1ccccc1 (stereo unspecified),0,-2,2,-1.2,-10,2,-1.0,-0.5,4,5
C=CCN1C(=O)CN=C1Nc1cccc(C)c1,-3,-2,5,-0.1,-2,5,-0.6,0.8,16,8
COc1ccc(N2CCC(CNS(=O)(=O)c3cccc(C(F)(F)F)c3)C2)cc1 (stereo unspecified),-3,-7,-12,-0.5,1,3,0.5,-0.6,-20,-2
COc1ccc(NC2c3ccccc3C(=O)N2c2cccnc2)cc1 (stereo unspecified),-3,-7,-3,-0.8,-2,-1,1.0,0.4,4,3
# Next part
SMILES,SUMO1 PPI mod,Scp-1 inhibitor,DNMT1 block,TbMetRS inhib,MsrA act,STEP block,LMPTP block,MsrA inhibitor,NRP1-CendR mod,E coli Lon inh
CCN(Cc1ccncc1)C(=O)c1cccc(S(=O)(=O)N2CCOCC2)c1,0,9,0,1.5,0,3,-1.3,0.8,-15,-15
COc1ccccc1-c1cc(C(=O)N2CCN(S(=O)(=O)c3ccc(C)cc3)CC2)[nH]n1,-1,-4,-4,-1.9,1,4,2.2,-0.1,4,-1
O=C(Nc1nc(-c2cccnc2)cs1)c1ccccc1[N+](=O)[O-],-3,-7,3,-0.6,-1,-1,-0.8,0.5,4,4
CC1=C2C(CCS2(=O)=O)CC2(C1)C(=O)OC(C)(C)OC2=O (stereo unspecified),-4,40,38,-0.1,-1,2,-2.4,-0.3,2,1
O=C(COC(=O)c1ccncc1)c1ccc(Cl)c(Cl)c1,-5,3,0,-0.4,0,-4,-0.9,-0.2,9,0
Cc1cc(Nc2ccc(Cl)cc2)n2nnnc2n1,3,4,0,3.1,-14,4,-0.2,1.7,2,3
O=C1CCCN1C(=O)CSc1nnnn1-c1cccc(F)c1,2,-15,2,-0.2,-2,1,-1.9,-0.3,0,15
COc1nc(Nc2ccc(OC)c(Cl)c2)nc(OC)n1,3,-3,-1,0.0,-3,-1,1.3,-0.6,12,4
Cc1ccccc1C(=O)NCC(=O)OCC(=O)NNC(=O)c1ccccc1F,-1,.,-1,-0.1,1,-2,-0.1,0.7,-6,0
C#CCN1C=C(C(=O)OCC)C(C)N(Cc2ccccc2I)S1(=O)=O (stereo unspecified),11,-7,7,0.2,12*,0,2.3,1.3,-5,-2
CCCCCCn1c(=O)c(-c2ccccc2)c(O)c2ccccc21,3,-13,2,0.2,-6,3,0.3,3.7,-2,4
Cc1ccc(C(=O)N/C(=C\c2cn(C)c3ccccc23)C(=O)N2CCOCC2)cc1,7,0,3,-0.3,-4,-1,-0.6,1.9,-4,-5
CCCCNc1c(-c2ccc(SC(C)CC)cc2)nc2ccccn12 (stereo unspecified),1&0,17,-13,-0.7&-3.8,-5&-14,4,11&-0.1,1.5&-0.3,-4&-10,3&-7
CN(C)c1ccc(/C=N/NC(=O)c2ccc(NC(=O)c3ccccc3)cc2)cc1,3,-4,7,-0.6,-5,1,0.5,1.3,-3,-1
C#Cc1ccc([C@H]2C=C(C(=O)OCC=C)O[C@@H](OCC)[C@@H]2CCCO)cc1,4,0,-2,-0.4,1,-2,1.2,-0.6,14,-1
CCN(CC)C(=O)C1=C(C)N(CCCN2CCCC2=O)C(=O)C(CC(=O)NCc2cccc3ccccc23)C1 (stereo unspecified),5,.,2,-0.9,0,-1,-1.6,-1.8,11,0
COc1cc(NC(=O)c2ccc(C)cc2C)ccc1NC(=O)c1cccs1,4,0,-2,-0.6,-2,1,0.3,0.5,6,-3
Cc1ccccc1NC(=O)Cc1nc(COC(=O)Cc2c(F)cccc2Cl)cs1,0,-10,-7,-0.1,-2,-1,0.7,-0.4,-8,3
COc1cc(C(=O)N/N=C/c2ccc(OC(=O)c3cccc(C)c3)cc2)ccc1O,-5,-2,-4,-0.1,-2,1,3.6,2.3,7,5
O=C(CSc1nc(-c2ccccc2)cs1)Nc1nccs1,-6,-8,9,-0.6,-5,0,-0.5,1.1,7,-5
CC(OC(=O)c1ccc(Cl)c(S(=O)(=O)N2CCc3ccccc32)c1)C(=O)Nc1ncc(Cl)cc1Cl (stereo unspecified),-5,0,-4,-0.4,-3,4,2.1,0.5,1,5
COc1ccc(Cc2nnc(SCC(=O)c3ccc(OC)cc3)o2)cc1,1,-15,-4,0.4,-2,2,-0.2,0.7,-5,2
COC(=O)COc1ccc2oc(=O)cc(-c3cc4ccccc4o3)c2c1,-12,6,13,-0.3,-3,2,7.8,15*,1,-7
COc1ccc(CNC(=O)COc2ccc([N+](=O)[O-])cc2)cc1,-12,0,2,-0.3,-3,-2,-2.3,1.1,9,-6
COc1ccc(C(O)c2cnc(C)n2Cc2ccccc2)cc1 (stereo unspecified),0,.,-2,-0.2,-1,0,0.4,0.4,5,3
# Remaining list, next part:
SMILES,SUMO1 PPI mod,Scp-1 inhibitor,DNMT1 block,TbMetRS inhib,MsrA act,STEP block,LMPTP block,MsrA inhibitor,NRP1-CendR mod,E coli Lon inh
CCC(=O)Nc1ccc(SC#N)cc1C,2,-11,-7,-0.4,0,4,-0.6,0.4,-7,-4
COc1cccc(C=NN2CCCCCC2)c1OC,-6,-8,-4,-0.1,-1,-2,2.4,0.3,9,-1
Cc1cccc(NC(=O)C(=O)NCCc2c[nH]c3ccccc23)c1C,3,-8,-1,-0.4,1,-1,0.3,-0.8,-10,-7
Cc1nnc(SC(C)C(=O)Nc2ccc(S(=O)(=O)N3CCCCCC3)cc2)s1 (stereo unspecified),-1,-7,2,-0.6,-2,1,-0.2,0.3,9,5
CC(C)CCCC(C)CCOC(=O)CN1CCCC1 (stereo unspecified),0,-4,0,-0.3,-7,-3,-3.1,-0.5,12,-1
C/C(Cn1cnc([N+](=O)[O-])n1)=N\NC(=O)c1ccc(O)cc1O,-16,-3,-5,0.7,-1,2,-0.5,2.9,7,-2
COc1ccc(O)c(C2=Nc3ccccc3N=C(c3cccs3)C2)c1,-2,10,7,-1.3,-9,1,-1.4,1.4,4,1
CCCCN(C)C(=O)C1CCC(CNS(=O)(=O)c2ccc3c(c2)CC(C)N3C(C)=O)CC1 (stereo unspecified),-3,-4,1,-0.5,-2,3,-0.4,0.8,-7,-11
COc1cccc(N(C(=O)Cc2cccs2)C(C(=O)NC2CCCC2)c2ccncc2)c1 (stereo unspecified),-12,-5,20,0.1,-4,-2,0.2,-0.5,8,4
